Source: PubChem
IDE exosite FP = insulin-degrading enzyme (human) exo-site inhibition; P14735; purified IDE, FL-6b probe fluorescence polarization; active compounds read low; z-score at 20 µM; 17,000 tested, 6.3% active;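 active = z-score of -3 or lower, meaning strong loss of probe binding signal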;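 also: His-tagged human IDE residues 42-1019 made in E. coli with 30 nM FL-6b probe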
Target sequence (P14735 42-1019 limits assumed): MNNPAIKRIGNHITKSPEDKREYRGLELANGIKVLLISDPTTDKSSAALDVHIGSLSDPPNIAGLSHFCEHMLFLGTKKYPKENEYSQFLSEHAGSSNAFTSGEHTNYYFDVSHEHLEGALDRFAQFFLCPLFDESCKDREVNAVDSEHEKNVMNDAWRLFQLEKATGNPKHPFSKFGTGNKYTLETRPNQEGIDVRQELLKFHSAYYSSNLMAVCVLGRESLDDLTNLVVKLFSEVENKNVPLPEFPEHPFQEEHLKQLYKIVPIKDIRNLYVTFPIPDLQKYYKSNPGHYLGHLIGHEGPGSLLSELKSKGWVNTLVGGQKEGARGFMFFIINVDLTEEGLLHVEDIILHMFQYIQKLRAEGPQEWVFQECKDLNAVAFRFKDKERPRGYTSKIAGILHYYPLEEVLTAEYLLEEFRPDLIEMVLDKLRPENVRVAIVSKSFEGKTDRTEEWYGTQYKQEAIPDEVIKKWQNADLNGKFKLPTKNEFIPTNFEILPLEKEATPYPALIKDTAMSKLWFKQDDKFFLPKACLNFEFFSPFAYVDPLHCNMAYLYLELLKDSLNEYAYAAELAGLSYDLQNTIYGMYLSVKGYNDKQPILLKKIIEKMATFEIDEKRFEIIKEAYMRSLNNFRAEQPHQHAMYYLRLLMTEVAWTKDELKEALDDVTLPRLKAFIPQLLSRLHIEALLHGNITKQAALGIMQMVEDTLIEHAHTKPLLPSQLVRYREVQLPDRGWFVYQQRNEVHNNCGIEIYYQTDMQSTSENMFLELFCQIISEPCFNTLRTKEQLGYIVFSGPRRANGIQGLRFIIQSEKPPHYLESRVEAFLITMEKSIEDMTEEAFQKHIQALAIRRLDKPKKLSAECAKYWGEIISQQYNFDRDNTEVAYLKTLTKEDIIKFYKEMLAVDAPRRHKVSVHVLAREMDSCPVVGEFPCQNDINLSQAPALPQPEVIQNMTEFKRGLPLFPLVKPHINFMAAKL
The depositor's hits bear a star. These rows are one share of the data (hit frequency here may not be typical).

The opening six entries (preview)
IDE exosite FP	SMILES
-1.2	N#C[C@H]1[C@H](c2ccc(C#Cc3ccccc3F)cc2)[C@H](CO)N1C(=O)C1CC1
-3	C[C@H](CO)N1C[C@H](C)[C@H](CN(C)C(=O)Nc2cccc3ccccc23)Oc2ncccc2C1=O
2.1	CCC(=O)NC[C@@H]1[C@H](c2ccc(C3=CCCC3)cc2)[C@H](CO)N1C(C)=O
-0.41	C[C@H]1CCCCO[C@@H](CN(C)C(=O)Nc2ccccc2)[C@@H](C)CN([C@@H](C)CO)C(=O)c2cc(NC(=O)Nc3ccccc3)ccc2O1
-0.59	C[C@@H]1CN([C@H](C)CO)C(=O)CCCn2nncc2CO[C@H]1CN(C)Cc1cccc(C(F)(F)F)c1
0.53	COc1ccc2c3c(n(C)c2c1)[C@H](CO)N(CC1CC1)CC31CN(C(=O)c2ccc3c(c2)OCO3)C1

Main list, previewed entries included:
IDE exosite FP	SMILES
-1.2	N#C[C@H]1[C@H](c2ccc(C#Cc3ccccc3F)cc2)[C@H](CO)N1C(=O)C1CC1
-3	C[C@H](CO)N1C[C@H](C)[C@H](CN(C)C(=O)Nc2cccc3ccccc23)Oc2ncccc2C1=O
2.1	CCC(=O)NC[C@@H]1[C@H](c2ccc(C3=CCCC3)cc2)[C@H](CO)N1C(C)=O
-0.41	C[C@H]1CCCCO[C@@H](CN(C)C(=O)Nc2ccccc2)[C@@H](C)CN([C@@H](C)CO)C(=O)c2cc(NC(=O)Nc3ccccc3)ccc2O1
-0.59	C[C@@H]1CN([C@H](C)CO)C(=O)CCCn2nncc2CO[C@H]1CN(C)Cc1cccc(C(F)(F)F)c1
0.53	COc1ccc2c3c(n(C)c2c1)[C@H](CO)N(CC1CC1)CC31CN(C(=O)c2ccc3c(c2)OCO3)C1
2	C/C=C/c1ccc([C@H]2[C@@H](CO)N(CC3CCCCC3)[C@H]2CNC(C)=O)cc1
1.4	O=C(Nc1ccc(F)cc1)N1CC(=O)N2[C@H](CO)[C@H](c3ccc(C#CC4CC4)cc3)[C@@H]2C1
-2.2	C[C@@H]1CN([C@@H](C)CO)C(=O)CCCn2nncc2CO[C@@H]1CN(C)C(=O)Nc1ccc2c(c1)OCCO2
0.95	C/C=C/c1ccc([C@H]2[C@@H](CO)N(C(=O)C3CC3)[C@H]2CN(C)C(=O)C2CC2)cc1
-1.1	COc1ccc(-c2ccc([C@H]3[C@H](CO)N4C(=O)CN(C(=O)C5CCOCC5)C[C@@H]34)cc2)cc1
-1.3	COCC#Cc1ccc([C@@H]2[C@@H](CO)N3C(=O)CN(C(=O)C4CCCCC4)C[C@H]23)cc1
-0.32	CN1C(=O)c2cc(NS(=O)(=O)c3ccccc3F)ccc2OC[C@H]2O[C@@H](CC(=O)NC3Cc4ccccc4C3)CC[C@H]21
3.3	O=C1CN(S(=O)(=O)c2ccccc2)C[C@H]2[C@@H](c3ccc(C4=CCCC4)cc3)[C@H](CO)N12
0.91	COc1cccc(NC(=O)N2CC(=O)N3[C@H](C2)[C@H](c2ccc(C#CCC4CCCC4)cc2)[C@@H]3CO)c1
0.0046	N#C[C@@H]1N[C@@H](CO)[C@@H]1c1ccc(C#CC2CCCCC2)cc1
1.3	CC(=O)N1[C@H](CN(C(=O)c2ccccc2)C(C)C)[C@H](c2ccccc2)[C@@H]1CO
1.8	COCC(=O)N1C[C@H]2[C@@H](c3ccccc31)[C@H](CO)N2Cc1cc(F)ccc1F
1.8	Cc1ccc(-c2ccc([C@@H]3[C@H](CO)N4CCCCN(C)C[C@@H]34)cc2)cc1
1.9	CC(C)NC(=O)Nc1ccc2c(c1)C(=O)N([C@H](C)CO)C[C@@H](C)[C@H](CN(C)C(=O)C1CCCCC1)OCCCC[C@H](C)O2
0.72	O=C(C[C@H]1CC[C@@H]2NC[C@@H](O)COC[C@H]2O1)NC1Cc2ccccc2C1
0.19	COc1ccc(C#Cc2ccc([C@H]3[C@@H](CO)N4CCCCN(S(=O)(=O)c5cn(C)cn5)C[C@@H]34)cc2)cc1
2	COc1ccc(-c2ccccc2[C@H]2[C@@H](C#N)N(C(=O)C3CCOCC3)[C@H]2CO)cc1
3.6	CCC(=O)N1CC(=O)N2[C@@H](CO)[C@H](c3ccc(C#CC4CCCCC4)cc3)[C@@H]2C1
1.3	C/C=C/c1ccc([C@@H]2[C@H](CO)N3C(=O)CN(C(=O)Nc4ccc(OC)cc4)C[C@@H]23)cc1
-6.6*	COCC(=O)N1CC(=O)N2[C@H](CO)[C@H](c3ccc(C#Cc4cccc(OC)c4)cc3)[C@H]2C1
3.2	COc1ccc(S(=O)(=O)N2CCCCN3[C@H](CO)[C@@H](c4ccc(C#CC5CC5)cc4)[C@H]3C2)cc1
-4.1*	O=C(Nc1ccccc1F)N1CC(=O)N2[C@H](C1)[C@H](c1ccc(C#Cc3ccccc3)cc1)[C@@H]2CO
-16*	Cc1ccccc1-c1ccc([C@H]2[C@H](CO)N3C(=O)CN(C(=O)c4ccc(F)cc4)C[C@@H]23)cc1
-1.5	Cc1ccccc1-c1ccc([C@@H]2[C@@H](CO)N3C(=O)CN(S(C)(=O)=O)C[C@H]23)cc1
-7.1*	Cc1cccc(-c2ccc([C@@H]3[C@@H](CO)N4C(=O)CN(C(=O)c5cnccn5)C[C@H]34)cc2)c1
-1.8	CS(=O)(=O)N1[C@@H](C#N)[C@@H](c2ccc(C#Cc3cccc(F)c3)cc2)[C@@H]1CO
2.9	CCN(C[C@H]1[C@H](c2ccccc2)[C@@H](CO)N1C(C)=O)C(=O)c1ccccn1
0.0011	CN1C(=O)c2cc(NC(=O)C3CCOCC3)ccc2OC[C@H]2O[C@@H](CC(=O)NCCc3ccncc3)CC[C@H]21
-0.56	C[C@@H]1CN([C@H](C)CO)C(=O)CCCn2nncc2CO[C@H]1CN(C)C(=O)c1cc(-c2ccccc2)on1
1.9	C[C@@H]1CC(=O)NCC/C=C\C[C@H](c2ccc3c(c2)OCO3)NC1=O
-0.083	COc1ccc(NC(=O)N2C[C@H](O)COC[C@@H]3O[C@@H](CC(=O)N4CCCCC4)CC[C@H]32)cc1
0.98	COc1ccc(C#Cc2ccc([C@H]3[C@H]4CN(C(=O)c5ccc(F)cc5)CC(=O)N4[C@H]3CO)cc2)cc1
0.3	Cc1ccc(S(=O)(=O)N[C@H]2CC[C@@H](CC(=O)NCc3ccncn3)O[C@H]2CO)cc1
3.4	O=C(N[C@@H]1CC[C@@H](CCNS(=O)(=O)c2ccc(F)cc2)O[C@@H]1CO)C1CCC1
1.1	CO[C@@H]1CN(C)C(=O)c2cc(NC(=O)c3ccc(F)cc3)ccc2OC[C@H](C)N(C(=O)CC2CC2)C[C@@H]1C
1.1	CO[C@@H](CN(C)Cc1ccc2c(c1)OCO2)[C@@H](C)CN(C(=O)Nc1ccc(F)cc1)[C@@H](C)CO
0.32	COc1cccc(-c2cn(CC[C@H]3CC[C@@H](NS(=O)(=O)c4ccccc4Cl)[C@@H](CO)O3)nn2)c1
2	Cc1noc(C)c1NC(=O)Nc1ccc2c(c1)C(=O)N([C@H](C)CO)C[C@H](C)[C@H](CN(C)S(=O)(=O)c1cccs1)OCCCC[C@H](C)O2
-0.81	CCNC(=O)[C@@H]1[C@@H](CO)[C@@H]2Cn3c(ccc(-c4cncnc4)c3=O)[C@@H]2N1C(=O)NC1CCCC1
2	OC[C@@H]1[C@H](c2ccc(C3=CCCCC3)cc2)[C@@H]2CN(CCC(F)(F)F)CCCCN12
-1.4	O=C(c1ccccc1F)N1CC(=O)N2[C@@H](CO)[C@@H](c3ccc(-c4cccnc4)cc3)[C@@H]2C1
-0.99	COc1cccc(CN2CC3(CN(CC4CCOCC4)C3)c3c([nH]c4cc(OC)ccc34)[C@H]2CO)c1
1.9	CCCC#Cc1ccc([C@@H]2[C@H]3CN(C(=O)c4ccc5c(c4)OCO5)CCCCN3[C@H]2CO)cc1
1.3	CC(=O)NC[C@@H]1[C@H](c2ccc(-c3cccnc3)cc2)[C@H](CO)N1C(=O)C1CC1
0.13	CCCNC(=O)N1CC(=O)N2[C@H](CO)[C@H](c3ccc(-c4ccncc4)cc3)[C@@H]2C1
-0.92	CN(C[C@H]1[C@H](c2ccccc2)[C@@H](CO)N1CC1CC1)C(=O)c1ccccc1
-0.65	NCC[C@@H]1CC[C@@H](NC(=O)NC2CCCCC2)[C@H](CO)O1
0.75	COc1ccc(-c2ccc3c(c2)[C@H]2[C@H](CCN2Cc2cncnc2)[C@H](CO)N3)cc1
1.3	C[C@H](CO)N1C[C@H](C)[C@@H](CN(C)Cc2cccc3c2OCCCO3)OCc2ccccc2-c2ccccc2C1=O
1.3	CCCC#Cc1ccc([C@H]2[C@H](CO)N3CCCCN(C(=O)c4ccc5c(c4)OCO5)C[C@@H]23)cc1
0.48	COC(=O)C[C@@H]1C[C@@H]2c3cc(N)ccc3O[C@@H]2[C@@H](CO)O1
0.72	OC[C@@H]1[C@H](c2ccc(Br)cc2)[C@H]2CN(Cc3ccccn3)CCCCN12
2.8	CCNC[C@@H]1[C@@H](c2ccc(-c3ccc(F)cc3)cc2)[C@H](CO)N1S(C)(=O)=O
0.23	COCC(=O)N1[C@@H](C#N)[C@@H](c2ccccc2-c2ccccc2F)[C@@H]1CO

Additional results follow.
IDE exosite FP	SMILES
1.3	O=C(C[C@H]1C=C[C@H](NC(=O)c2cnccn2)[C@@H](CO)O1)NCc1ccccc1F
1.3	CCCNC(=O)N(C)C[C@H]1Oc2cc(C#C[C@H](C)O)ccc2S(=O)(=O)N([C@H](C)CO)C[C@H]1C
2.7	CC(C)NC(=O)N1CCCCN2[C@@H](CO)[C@H](c3ccc(Br)cc3)[C@@H]2C1
3	COc1ccccc1NC(=O)N1CCCCN2[C@H](CO)[C@@H](c3ccc(-c4cccc(F)c4)cc3)[C@@H]2C1
0.065	C[C@H]1CN([C@@H](C)CO)C(=O)c2cc(/C=C/c3ccccc3)cnc2O[C@H]1CN(C)S(=O)(=O)c1ccccc1F
5.3	C[C@@H](O)C#Cc1ccc([C@@H]2[C@H](CO)N3CCCCN(S(=O)(=O)Cc4ccccc4)C[C@@H]23)cc1
1.3	C[C@@H](NC(=O)C[C@H]1C=C[C@@H](NC(=O)c2cccnc2)[C@H](CO)O1)c1ccccc1
2	Cc1cccc(S(=O)(=O)N2CC[C@@H]3[C@H](CO)N(C)c4ccc(Br)cc4[C@@H]32)c1
5.5	N#C[C@H]1[C@@H](c2ccc(C#CC3CCCCC3)cc2)[C@H](CO)N1C(=O)Nc1ccc(F)cc1
0.7	CO[C@@H](C(=O)N(C)C[C@H]1OCc2ccccc2-c2ccccc2C(=O)N([C@@H](C)CO)C[C@H]1C)c1ccccc1
1.4	O=C(c1ccc2c(c1)OCO2)N1CC(=O)N2[C@H](CO)[C@H](c3ccc(C#CCC4CCCC4)cc3)[C@H]2C1
2.8	O=C(Nc1ccc(F)cc1)N1CCCCN2[C@H](CO)[C@H](c3ccc(C#Cc4ccccn4)cc3)[C@H]2C1
0.47	Cc1noc(C)c1S(=O)(=O)N(C)C[C@H]1OCc2cn(nn2)CCCC(=O)N([C@@H](C)CO)C[C@H]1C
1.1	O=C(Nc1ccccc1)N1CC(=O)N2[C@H](CO)[C@H](c3ccc(C#CC4CCCCC4)cc3)[C@@H]2C1
0.014	OC[C@H]1[C@@H](c2ccc(-c3cccc(F)c3)cc2)[C@@H]2CN(Cc3cncnc3)CCCCN12
-2.3	COCC(=O)N1[C@H](C#N)[C@H](c2ccc(C#Cc3ccccc3F)cc2)[C@H]1CO
2.4	CC(=O)N1[C@H](CO)[C@H](c2ccccc2)[C@@H]1CN(C(=O)c1cccc(F)c1)C(C)C
2.6	Cc1cccc(S(=O)(=O)N2C[C@H]3[C@@H](c4ccccc42)[C@H](CO)N3CC2CCCC2)c1
1.9	CO[C@H]1CN(C)C(=O)c2cc(NC(=O)C3CCCCC3)ccc2OC[C@H](C)N(Cc2cccnc2)C[C@@H]1C
-0.72	COc1cccc(-c2ccc([C@H]3[C@H](CO)N4CCCCN(CC5CC5)C[C@@H]34)cc2)c1
1.5	CN(C)C(=O)c1cccc(-c2ccc([C@H]3[C@@H](CO)N4C(=O)CN(C(=O)C5CCC5)C[C@@H]34)cc2)c1
-0.28	C[C@H]1CN([C@@H](C)CO)C(=O)c2cc(NS(=O)(=O)c3ccc(F)cc3)ccc2O[C@H]1CN(C)C(=O)Nc1ccccc1
2.5	O=S(=O)(c1cccc(F)c1)N1CC[C@@H]2[C@H]1c1cc(C#Cc3ccccc3F)ccc1N[C@@H]2CO
2.5	COc1ccc(S(=O)(=O)N2CCCCN3[C@H](CO)[C@H](c4ccc(C#CC5CC5)cc4)[C@H]3C2)cc1
0.51	CCN(C[C@@H]1N[C@@H](CO)[C@@H]1c1ccccc1)C(=O)c1ccncc1
0.51	CCN(C[C@H]1N[C@H](CO)[C@@H]1c1ccccc1)C(=O)c1ccncc1
-0.15	C/C=C/c1ccc([C@@H]2[C@@H](CO)N3CCCCN(S(=O)(=O)c4ccc(F)cc4)C[C@H]23)cc1
4.9	CS(=O)(=O)N1[C@H](C#N)[C@H](c2ccccc2)[C@H]1CO
0.66	COCC(=O)Nc1ccc2c(c1)[C@H]1C[C@@H](CC(=O)N[C@H](C)c3ccccc3)O[C@H](CO)[C@H]1O2
-0.78	CO[C@H]1CN(C)C(=O)c2ccc(NS(=O)(=O)c3ccc(C)cc3)cc2OC[C@@H](C)N(C)C[C@@H]1C
-0.042	COc1ccc2c3c([nH]c2c1)[C@H](CO)NCC31CN(Cc2cc(F)ccc2F)C1
2.1	O=C(C[C@H]1CC[C@@H]2[C@H](COC[C@H](O)CN2S(=O)(=O)c2cccc(F)c2)O1)NCc1ccncn1
-0.63	COc1ccccc1C(=O)N1C[C@@H]2[C@H](c3ccccc31)[C@H](CO)N2CC1CCCC1

4 of the entries above in order of the IDE exosite FP value, low to high.
IDE exosite FP	SMILES
-0.15	C/C=C/c1ccc([C@@H]2[C@@H](CO)N3CCCCN(S(=O)(=O)c4ccc(F)cc4)C[C@H]23)cc1
1.9	CO[C@H]1CN(C)C(=O)c2cc(NC(=O)C3CCCCC3)ccc2OC[C@H](C)N(Cc2cccnc2)C[C@@H]1C
2.4	CC(=O)N1[C@H](CO)[C@H](c2ccccc2)[C@@H]1CN(C(=O)c1cccc(F)c1)C(C)C
2.5	COc1ccc(S(=O)(=O)N2CCCCN3[C@H](CO)[C@H](c4ccc(C#CC5CC5)cc4)[C@H]3C2)cc1
